# Pf Dd2 inh = blocks in vitro growth of P. falciparum Dd2; P. falciparum Dd2 growth, SYBR Green, 72 h; Potency, µM (doses to about 28.9 µM), without a hit: at the top dose activity, negative = inhibition, most hits filed as inhibitors; actives 4.3% (n = 120,000); AID 1347417; active means well fitted inhibition curve with a large enough effect; inconclusive means small, poorly fitted or top-dose-only effect; inactive means no such curve, though single readings can be large or run the other way;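 further: plate controls were DMSO vehicle for no effect and reference drug for full effect; nearly all actives have a fitted effect of over 65% in size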
#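 Readout: SYBR Green fluorescence, 485 nm excitation, 535 nm emission, after ~16 h lysis at 37C. Before that, Dd2-infected red cells (2.5% hematocrit) grew 72 h with compound, 29 uM top final concentration.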
# Starred values were filed as active, the others as inactive; i = inactive; ? = inconclusive; & = joins results of further samples; [ ] = another dose, or the depositor's remark. Potency means the concentration at half of the fitted maximal effect. A portion of the library (hit frequency here may not be typical).
item	SMILES	Pf Dd2 inh
1	O=C(Cn1nc2n(c1=O)CCCC2)Nc1ccc(Cl)cc1	36%[activator]
2	COc1ccc(N2CC(C(=O)N3CCC(C(=O)NCc4cccs4)C3)NC2=O)cc1 (configuration not stated)	8%&2%
3	Cc1cc(C)cc(NC(=S)N[C@H]2CO[C@H]3[C@@H]2OC[C@@H]3n2nnnc2Oc2cccc(N(C)C)c2)c1	-6%
4	CC(=O)c1cc2c(cc1N/C(=N/S(=O)(=O)c1ccccc1)c1ccc(Cl)cc1)OCO2	-6%
5	CCN(CC)CCOC(=O)c1ccc(NC(=O)c2cc3c(=O)n(CC)c4ccccc4c3s2)cc1	0.79µM*
6	CCCN(CCC)c1nc(-c2ccccc2F)nc2ccccc12	2%
7	O=C(NCCc1ccncc1)C1CN(C(=O)CCC2CCCC2)CC12CCOCC2 (configuration not stated)	-5%
8	CCN(CC)Cc1cnc2c(C(=O)N(C)C3Cc4ccccc4C3)cnn2c1	-27%
9	CS(=O)(=O)N1CCCN(Cc2cn[nH]c2-c2ccc(F)cc2)CCNC(=O)CC1c1ccccc1 (configuration not stated)	i
10	O=C(CSc1n[nH]c(-c2ccccc2Cl)n1)N1CCN(c2ccc(F)cc2)CC1	11%
11	O=C([C@H]1C[C@H](Oc2ccccc2)CN1C(=O)Nc1ccccc1)N1CCOCC1	-26%
12	CCOCCN1C(=O)COC[C@@H]1[C@H](O)c1ccc(NC(=O)c2cccnc2)cc1	7%[44.1 µM]
13	Cc1nn(S(=O)(=O)c2ccc(Br)cc2)c(C)c1S(=O)(=O)N1CCCCCC1	25%
14	CN(CC(=O)N1CCc2c(c(-c3nncn3-c3ccccc3)nn2C)C1)S(=O)(=O)c1cnc[nH]1	i
15	COc1ccccc1C(=O)Oc1ccc(C(c2c(C)[nH][nH]c2=O)c2c(C)[nH][nH]c2=O)cc1	17%
16	Cc1oc(-c2cccc(C(F)(F)F)c2)nc1CN(C)Cc1ccon1	-20%
17	Cc1noc(C)c1Cc1ccc(C(=O)NCC2Cn3cccc3C(=O)N2C)o1 (configuration not stated)	17%
18	CCn1nc(C)c(CCN(C)C(=O)Nc2cc(OC)c(OC)c(OC)c2)c1C	41%[activator]
19	CCCN(CC1CCOC1)C(=O)Nc1cccc(Br)c1 (configuration not stated)	35%[activator][5.79 µM]
20	Cc1ccc([C@H]2C[C@@H](O)[C@@H](O)[C@@H]2NC(=O)c2ccccn2)cc1	1%[44.1 µM]
21	COc1ccc(NC(=O)N[C@H]2CCN3C(=O)[C@@H](Cc4ccc(Cl)cc4)NC(=O)[C@@H]3C2)cc1	i
22	Cc1ccc(CNC(=O)Cn2ccn3nc4c(c3c2=O)CC(C)CC4)cc1 (configuration not stated)	i
23	O=C(c1cc(-c2ccc(Cl)cc2Cl)c2cccn2n1)N1CCN(c2ncccn2)CC1	4%
24	O=C(NC1CCN(c2cc(-c3ccc(Cl)cc3)[nH]n2)C1)c1ccc(F)cc1F (configuration not stated)	-9%
25	CC(C)c1noc(-c2ccn3c(CNC(=O)Cc4ccc(F)cc4)nnc3c2)n1	?
26	CC(C)CCNC(=O)c1ccc2c(c1)N(S(=O)(=O)c1ccccc1)CC2	?
27	O=C(CC1CCOCC1)NCC1CCN(Cc2cccc(F)c2)CC1	-3%
28	CCOc1ccccc1CNC(=O)CCC(=O)N1CCSc2ccccc21	?
29	CC(=O)N1CC2(CCN(Cc3cccc(C(N)=O)c3)CC2)Cc2ccccc21	-17%
30	CNc1nc2c(c(C(=O)N3CCCC3)n1)CN(C(=O)Cn1nccc1C)CC2	-6%
31	Cc1cccc(C)c1OCC(=O)Nc1c(C(=O)c2ccc(Br)cc2)oc2ccccc12	-4%
32	CCCCN(Cc1ccccc1)S(=O)(=O)c1cc(Br)cc2c1N(C(C)=O)CC2	i
33	Cn1nc(NC(=O)C2CCS(=O)(=O)C2)c2c(Oc3cccnc3)cccc21 (configuration not stated)	-14%
34	Cc1cc2c(n1-c1ccc(C(=O)NCCc3ccccc3)cc1)CCC(C)C2 (configuration not stated)	-21%
35	O=C(NC1C[C@H]2CC[C@@H](C1)N2C(=O)c1ccc(Br)o1)c1ccncc1 (some centres not stated)	i
36	Cc1ccccc1NC(=O)Cn1c(=O)n(Cc2ccco2)c(=O)c2cccnc21	?
37	COCc1cn(C[C@H]2CC3CCN2C[C@@H]3C(=O)NC2CCCCC2)nn1 (some centres not stated)	10%[44.1 µM]
38	CN(Cc1ccccc1)C1CCOC2(CCN(C(=O)CCc3nc4ccccc4[nH]3)CC2)C1 (configuration not stated)	?
39	O=C(Cc1ccc(Cl)cc1)NCC1COc2ncncc2C(=O)N1Cc1ccccc1 (configuration not stated)	i
40	COc1ccc(NC(=O)CC2C(=O)N(c3ccc(F)cc3)C(=O)N2CCc2sccc2C)cc1 (configuration not stated)	-10%
41	CC(C)(C)C(=O)N1CCCN(c2nc3ncccc3o2)CC1	-1%[44.1 µM]
42	C[C@@H]1CCC[C@H](C)N1CC(=O)N1CCn2nc(Cc3ccccc3)cc2C1	11µM*
43	O=C(c1ccc2c(c1)OCO2)N1CCN(c2ccc(Cl)nn2)C(=O)C1	4%
44	COc1cccc(CN2CC3(C2)C(=O)N(Cc2cccc(Cl)c2)C(=O)[C@@H]2C[C@@H](O)CN23)c1	?
45	COCC(=O)N1CCC2(C1)C(=O)N(CCc1ccccc1)c1ccccc12 (configuration not stated)	-25%&-15%

# Quoted from above: nos. 31 to 33
item	SMILES	Pf Dd2 inh
31	Cc1cccc(C)c1OCC(=O)Nc1c(C(=O)c2ccc(Br)cc2)oc2ccccc12	-4%
32	CCCCN(Cc1ccccc1)S(=O)(=O)c1cc(Br)cc2c1N(C(C)=O)CC2	i
33	Cn1nc(NC(=O)C2CCS(=O)(=O)C2)c2c(Oc3cccnc3)cccc21 (configuration not stated)	-14%

# 5 records picked at random from the list so far, as already listed:
item	SMILES	Pf Dd2 inh
40	COc1ccc(NC(=O)CC2C(=O)N(c3ccc(F)cc3)C(=O)N2CCc2sccc2C)cc1 (configuration not stated)	-10%
33	Cn1nc(NC(=O)C2CCS(=O)(=O)C2)c2c(Oc3cccnc3)cccc21 (configuration not stated)	-14%
39	O=C(Cc1ccc(Cl)cc1)NCC1COc2ncncc2C(=O)N1Cc1ccccc1 (configuration not stated)	i
42	C[C@@H]1CCC[C@H](C)N1CC(=O)N1CCn2nc(Cc3ccccc3)cc2C1	11µM*
31	Cc1cccc(C)c1OCC(=O)Nc1c(C(=O)c2ccc(Br)cc2)oc2ccccc12	-4%

# Remaining list, next part.
item	SMILES	Pf Dd2 inh
46	COc1cc(OC)cc(C(=O)N2CCC3(CC2)N=C(c2ccc(C)cc2)NO3)c1	?
47	CO[C@H]1[C@H](NC(=O)CC(C)C)c2ccccc2C12CCNCC2	20%
48	O=C(C[C@@H]1O[C@H](CNS(=O)(=O)c2ccc(Cl)cc2)[C@@H](O)[C@H]1O)NC1CC1	19%[44.1 µM]
49	CN1[C@@H](CCC(=O)Nc2ccccc2)CNC(=O)[C@@H]2[C@H]1CCN2Cc1cccc(OC(F)(F)F)c1	?
50	CCOc1ccccc1-c1nc(-c2ccc(-c3ccccc3)nc2OCC)no1	?
51	CC(=O)c1cccc(NC(=O)CCc2c(C)nc3nc(CN)nn3c2C)c1	-6%
52	Cc1nc(CN2Cc3nc(-c4cccc(C(F)(F)F)c4)ccc3OCC2=O)cs1	i
53	Cc1cc(C)cc(NC(=O)C(=O)NCC(c2ccc3c(c2)OCO3)N2CCN(C)CC2)c1 (configuration not stated)	?
54	CCCCN(CC)CCNC(=O)C1CCN(S(=O)(=O)c2cccc3nsnc23)CC1	?
55	CN1CCN(Cc2ncc[nH]2)CC12CCC(=O)N(CC(=O)O)CC2 (configuration not stated)	-1%
56	CCCCNC(=O)c1cccc(-n2cnc3cccnc32)c1C	49%[activator]
57	NC(=O)c1nc(-c2ccc(F)c(F)c2)nc2c1[nH]c(=O)n2-c1cccc(Cl)c1	41%[activator]
58	CCSc1nnc2c(n1)OC(c1ccc(OC)c(OC)c1)N(C(C)=O)c1ccccc1-2 (configuration not stated)	8%
59	CN(c1ccccc1)c1cc(=O)c2ccnc(-c3ccc(CO)cc3)c2o1	-20%[44.1 µM]
60	COCCCNC(=O)C(NC(=O)c1ccccc1)C1CCN(C(=O)c2ccccc2F)CC1 (configuration not stated)	6%
61	COc1cccc(C(=O)N2CCn3c(nnc3-c3ccccc3)C2)c1	?
62	O=C(c1cnc2ccccn12)N1CCc2c(nc(-c3ccccc3)[nH]c2=O)C1	?
63	CC(C)CCN1CC2(Cc3ccccc3C(=O)N2)C1	?
64	Cc1cc(S(=O)(=O)Nc2cc3c(cc2Cl)n(C)c(=O)c(=O)n3C)ccc1F	-26%
65	NC1CCCN(Cc2cccc(OCCCn3ccnc3)c2)C1 (configuration not stated)	?
66	CCS(=O)(=O)c1ncc(Cl)c(C(=O)Nc2c(C(=O)c3ccc(C)cc3)oc3ccccc23)n1	87%[activator]
67	Cc1ccccc1CN1CC(Oc2cccc(C(=O)NCC3CC3)c2)C1	?
68	COc1ccc(CNC(=O)CC[C@]23CC[C@](C)(O)C[C@H]2C(C)(C)C[C@@H]3NCc2ccccn2)cc1	7.9µM*
69	CC(C)CN1C(=O)c2cccn2CC1CNC(=O)c1ccco1 (configuration not stated)	-2%
70	N#Cc1cccc(CN2CCC[C@H]2c2nc(-c3cncnc3N)no2)c1	-15%[44.1 µM]
71	COc1ccc(CN2C(=O)[C@@H]3C[C@@H](CN3C3CCN(C)CC3)Oc3ccccc32)cc1	10µM*
72	CCc1ccc(S(=O)(=O)NCCc2csc3nc(-c4ccccc4)nn23)s1	-11%
73	Cc1ccc(CNC(=O)C2CCCCC(=O)N2)o1 (configuration not stated)	i
74	COc1ccc(C(=O)N2CCC3(CC2)CC(c2nc(C)no2)N(C)C3)c(OC)n1 (configuration not stated)	?
75	Cc1ccc2c(CC(=O)Nc3ccccc3C(F)(F)F)coc2c1C	?
76	CC(C)(C)CN1CCN(Cc2cnc(-c3ccc(Cl)cc3)nc2)CC1CCO (configuration not stated)	-15%
77	CCn1cc(CN2CCC(N3C(=O)C4(CCCCC4)C3c3ccncc3)CC2)c(C)n1 (configuration not stated)	?
78	Cc1cccc(NC(=O)N2CCC(c3cc(-c4cccc(C)c4)n[nH]3)CC2)c1	-64%
79	CCCNC(=O)N1CC(Oc2ccc(-c3nc(C)no3)cc2)C1	41%[5.79 µM]
80	Cc1cc(C)cc(NC(=O)C2CCCN2S(=O)(=O)c2ccc3c(c2)C(C)(C)C(=O)N3C)c1 (configuration not stated)	-12%
81	CC(C)NC(=O)NC[C@H]1O[C@H](Cc2cc(-c3ccc(F)cc3)on2)CC[C@@H]1O	-7%[44.1 µM]
82	O=C1Nc2ccccc2CC12CCN2Cc1cccnc1 (configuration not stated)	-8%[44.1 µM]
83	COc1ccc(C[C@H](NC(=O)[C@@]2(O)C[C@@H](O)[C@H](O)[C@@H](NC(=O)CS(=O)(=O)c3ccccc3)C2)C(N)=O)cc1	-5%
84	COc1ccc(-c2noc(-c3nc(-c4ccccc4OC)no3)n2)cc1OC	-23%
85	Cc1cc(C(=O)N[C@@H]2CCC[C@@H](C(=O)N(C)Cc3cccnc3)CC(=O)N(C)C2)c(C(F)(F)F)o1	-17%
86	O=C(c1cccc(O)c1)N1CC(COc2ccccc2)C2(C1)CN(C(=O)c1cn[nH]c1)C2 (configuration not stated)	-25%[44.1 µM]
87	OCCC1CN(Cc2cnn(-c3ccccc3)c2)CCN1Cc1cccs1 (configuration not stated)	i
88	CNc1nc(Oc2ccc(=O)n(C)n2)nc(N2CCOCC2)n1	10%
89	CS(=O)(=O)N(C1CC1)C1CCOC2(CCN(C(=O)c3cccc(F)c3)CC2)C1 (configuration not stated)	-14%
90	N#Cc1cccc(NC(=O)Cn2nc3n(c2=O)CCCCC3)c1	0%
91	COc1cc(OC)cc(C(=O)N2[C@@H]3CC[C@H]2CC(NC(=O)c2ccncc2)C3)c1 (some centres not stated)	-5%
92	COc1ccccc1N1CCN(C(=O)CN2C(=O)C(c3ccccc3)=NC23CCCC3)CC1	i
93	CC(=O)N1C(=O)COC[C@@H]1[C@H](O)c1ccc(NC(=O)C2CCC2)cc1	23%[44.1 µM]
94	O=C(c1ccccc1Cl)N1CCC2(CC1)CC(O)CCO2 (configuration not stated)	-1%
95	CN1CCC(Oc2nccnc2N2CCc3ccccc32)C1 (configuration not stated)	2.8µM*
96	COc1ccc(-c2cc(N3CCN(C(=O)c4cccc(C#N)c4)CC3)n[nH]2)cc1	i
97	CCC(C(=O)Nc1ccc(C(=O)OC)cc1)n1nc(-c2ccc(C)cc2)c2c(c1=O)CCCC2 (configuration not stated)	?
98	COc1cc2c(cc1OCC1CC1)NC(=O)C21CCN(Cc2ccccc2O)CC1	-25%[44.1 µM]
99	O=C(O)c1cccc(-c2cccc(C(F)(F)F)c2)c1	5%[44.1 µM]
100	CCc1noc(-c2cn(C3CCN(C(=O)c4ccc(N(C)C)cc4)CC3)nn2)n1	?
101	CC(C)c1ccc(OCC(=O)NCC(c2ccc(Cl)cc2)N2CCOCC2)cc1 (configuration not stated)	10µM*
102	COc1ccc(-c2ccccc2NC(=O)C2CCCN(Cc3cccc(F)c3F)C2)cc1 (configuration not stated)	i
103	CN1CCC(N2CC[C@@H]3[C@H]2C(=O)NC[C@H](CCC(=O)N2CCN(C)CC2)N3C)CC1	i
104	O=C1N[C@@H]2CCN(S(=O)(=O)c3ccc(Cl)cc3)[C@@H]2C(=O)N1c1ccc(Oc2ccccc2)cc1	-15%
105	CC(C)NC(=O)N(C1CCOCC1)C1CN(C(=O)c2ccco2)C1	9%
106	COc1cccc(-c2ccnc3nc(-c4ccccc4OC)nn23)c1	i
107	O=C(c1ccc(N2CCC(O)CC2)nc1)N1CCC(N2CCOCC2)CC1	3%
108	Cc1ccc(Cl)cc1NC(=O)CN1C(=O)CSc2ccc(S(=O)(=O)N3CCCC3)cc21	-16%
